# E-sel TNF inh: TNF alpha driven E-selectin expression inhibition; HUVEC TNFa-induced E-selectin immunofluorescence, high content; inhibition, % at 2 µM; 120,000 tested, 0.71% active; AID 1246;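 active = inhibition above the batch mean plus 3 SD, and confirmed as a hit on visual image review, cut at about 43% in these data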;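 also: 0% = TNF-stimulated DMSO wells and 100% = unstimulated control wells; not every result past the cut was called active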
# MRP1 act: activators of MRP-1. viability increase, % at 10 µM. AID 799. H69AR cells + doxorubicin, viability rescue, CellTiter-Glo. 140,000 tested, 0.61% active;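 active = viability gain under doxorubicin at or above a set limit, the compound median plus 3 SD, cut at about 4.7% in these data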;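 also: MRP-1 overexpressing cells given doxorubicin 25 µM after compound pretreatment; 18-22 h compound pretreatment then 72 h with doxorubicin before readout; 0% = doxorubicin-only wells and 100% = vehicle-treated cells without doxorubicin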
# Measles CPE: protection of cells from measles virus; Measles virus-infected cells, CPE protection, absorbance; protection (pct of control), % at 4 µM; 140,000 tested, 1.5% active; in the data active = protection mostly above about 24%, no sharp cut-off; inactive = mostly below about 26%; also: some compounds called inactive have numbers as strong as hits
# Phagocyt inh: macrophage phagocytosis inhibition. J774A.1 macrophage IgG-bead phagocytosis, imaging. inhibition, % at 5 µM. 110,000 tested, 0.07% active;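 active = inhibition above the mean of the plate negative controls plus 5 SD, cut at about 13% in these data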;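 also: phagocytic index as fraction of beads internalized from green versus red external bead signal; plate controls were DMSO negative control for no effect and cytochalasin-D positive control for full effect; some results beyond the cut were filed as inactive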
# GALR2 blocker: GALR2 (human) receptor antagonism; O43603; GALR2-expressing cells, antagonist mode; inhibition, % at 4 µM; 140,000 tested, 0.39% active; AID 828; in the data active = inhibition above about 27%;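 also: cells stimulated with galanin 1-16 at roughly its EC80; 0% = agonist challenge control and 100% = basal control without agonist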
# Target sequence (O43603 whole entry, looked up): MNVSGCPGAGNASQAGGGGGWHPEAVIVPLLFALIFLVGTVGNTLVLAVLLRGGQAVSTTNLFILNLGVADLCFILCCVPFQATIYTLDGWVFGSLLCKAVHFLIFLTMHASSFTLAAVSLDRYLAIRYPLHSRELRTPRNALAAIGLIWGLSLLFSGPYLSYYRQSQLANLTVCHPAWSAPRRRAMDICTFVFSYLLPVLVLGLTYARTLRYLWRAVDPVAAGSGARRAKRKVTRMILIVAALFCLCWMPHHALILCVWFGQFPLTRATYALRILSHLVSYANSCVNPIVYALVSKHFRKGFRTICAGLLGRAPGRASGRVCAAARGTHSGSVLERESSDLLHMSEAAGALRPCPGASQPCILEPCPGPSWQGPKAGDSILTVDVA
# PTEN del growth: PTEN-deleted cell growth suppression; HCT116 PTEN-null viability, CellTiter-Glo, 60 h; hits give low values; viability, % at 10 µM; 140,000 tested, 1.2% active;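 active = viability at or below a set limit, 4 SD under the median of all tested compounds, cut at about 3.7% in these data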;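 also: PTEN knockout HCT116 line with beta catenin targeted HCT116 as companion control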
# HCT116 bCat-KO: beta-catenin-lacking colon tumor cell growth suppression; HCT116 beta-catenin knockout viability, CellTiter-Glo, 60 h; hits give low values; viability, % at 10 µM; 140,000 tested, 1.5% active; AID 818;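 active = viability at or under a set limit, the compound median less 4 SD, cut at about 6% in these data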;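 also: 0% = Hyamine 1622 control at 20 µM and 100% = untreated cell control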
# Yeast growth inh: yeast BB579 growth reduction in restrictive medium; S. cerevisiae BB579 growth, OD615, 48 h; inhibition, % at 10 µM; 140,000 tested, 0.51% active;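 active = inhibition above a set limit, 3 SD over the mean compound inhibition, cut at about 44% in these data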; also: inactives centre near -24
#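 System: Saccharomyces cerevisiae DeaD strain BB579, replicative lifespan model yeast. Buffer or medium: restrictive glucose-based CSMM-D medium. Doses: one dose, 10 µM compound with 0.25% DMSO. Timing: 4 h preincubation and 48 h exposure at 30 °C. Detection: turbidity as optical density at 615 nm. Benchmarks: amphotericin B 10 µg/mL, positive.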
# Yeast lifespan up: extends the lifespan of yeast | S. cerevisiae growth with nicotinamide, OD615; deaD strain in restrictive glucose medium | inhibition of the nicotinamide effect, % at 10 µM | 130,000 tested, 0.68% active;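 active = inhibition above a set limit, placed 3 SD over the median of all compounds, cut at about 26% in these data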;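 also: 0% = nicotinamide-treated wells and 100% = cells grown without nicotinamide; some compounds called inactive have numbers as strong as hits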
#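 Assay system: engineered S. cerevisiae DeaD replicative-lifespan strain, galactose-grown log-phase cells; medium: restrictive CSMM-D dextrose medium; also added: nicotinamide, 1.5 mM, co-present with compound; schedule: 48 h compound exposure at 30 °C, humidified; detection: absorbance at 615 nm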
# NPY Y2 blocker: NPY-Y2 (human) receptor antagonism; NPY-Y2 expressing cells, antagonist mode; AID 793; 140,000 tested, 0.99% active; inhibition, % at 2.7 µM; in the data active = inhibition above about 17%;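 also: 0% = vehicle with agonist challenge and 100% = reference antagonist with challenge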
# Target sequence (P49146 whole entry, looked up): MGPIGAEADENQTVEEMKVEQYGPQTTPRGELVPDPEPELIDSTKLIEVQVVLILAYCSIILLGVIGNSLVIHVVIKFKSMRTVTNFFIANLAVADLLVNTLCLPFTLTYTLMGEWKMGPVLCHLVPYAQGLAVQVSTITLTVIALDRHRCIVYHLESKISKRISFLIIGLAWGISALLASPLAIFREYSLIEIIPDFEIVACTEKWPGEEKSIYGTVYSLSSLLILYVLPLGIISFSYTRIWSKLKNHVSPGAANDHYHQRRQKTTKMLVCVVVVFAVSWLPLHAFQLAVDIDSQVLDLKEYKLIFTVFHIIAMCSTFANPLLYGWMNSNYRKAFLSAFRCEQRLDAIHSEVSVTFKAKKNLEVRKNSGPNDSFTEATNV
# Active calls of the source: *; / = no result given.
SMILES,E-sel TNF inh,MRP1 act,Measles CPE,Phagocyt inh,GALR2 blocker,PTEN del growth,HCT116 bCat-KO,Yeast growth inh,Yeast lifespan up,NPY Y2 blocker
COc1ccc(C(NC(=O)c2c(F)c(F)c(F)c(F)c2F)c2ccccc2)cc1 (stereo not given),14,-6.0,7,-5,11,1.7*,1.3*,-33,5,6
O=C(Nc1ccc(F)cc1F)c1ccc(COc2c(F)c(F)cc(F)c2F)o1,-23,-1.8,4,-1,-2,91,100,-38,-13,18*
Cc1ccc2cccc(S(=O)(=O)n3nc(C)cc3C)c2n1,-13,-1.3,11,8,-7,104,95,-44,-3,1
NCCCC[C@@H]1NC(=O)[C@H](CCC(=O)O)NC(=O)c2cc([N+](=O)[O-])cc(I)c2NCC[C@@H](C(N)=O)NC1=O,-14,-0.3,7,/,-10,99,90,-4,0,0
COc1ccc(OC2C(=O)N(c3cc(C)ccc3C)C2c2ccc(OC)c(OC)c2)cc1 (stereo not given),/,-0.9,6,-8,5,64,63,-18,1,3
COc1cc(NC(=O)COC(=O)/C=C/c2ccccc2Cl)cc(OC)c1,/,-2.7,6,-4,18,100,96,-22,0,5
CCN(CC(=O)Nc1ccc2c(c1)OCCO2)Cc1cc(=O)oc2cc(C)c(C)cc12,-21,-4.6,6,-1,-12,85,86,-36,-5,2
CCc1cc([N+](=O)[O-])cc(CC)c1N,14,-1.8,26,0,-1,98,91,-38,-14,1
COC(=O)C1=C(C)Nc2sc(C(N)=O)c(N)c2C1c1ccncc1 (stereo not given),8,-1.1,3,0,-1,96,95,-6,4,1
Cc1cccc(C)c1NC(=O)CSc1nc(-c2ccco2)cc(C(F)(F)F)n1,-18,-5.9,9,/,3,31,45,-21,/,2
CCOc1c(C=C(C#N)C#N)c2ccccc2n1CC,-8,-1.2,7,-3,-2,92,93,-44,-4,7
Cc1cccc(/C=N\NC(=O)c2sccc2-n2cccc2)c1,39,0.5,1,/,6,82,89,12,-9,4
CCCCN=C(N)/C(C(=O)OCC)=C(\O)c1ccc(OC)cc1,/,-2.6,6,0,3,97,85,-10,-1,2
C=CCOC(=O)Nc1c(C(=O)OC)[nH]c2ccccc12,-24,-1.1,6,-1,-2,75,88,-7,-14,-1
COC(=O)C1=C(C)OC(N)=C(C#N)C1c1cccnc1 (stereo not given),-58,-1.7,1,/,-4,115,99,-71,-4,2

# As a working copy, some entries already given:
SMILES,E-sel TNF inh,MRP1 act,Measles CPE,Phagocyt inh,GALR2 blocker,PTEN del growth,HCT116 bCat-KO,Yeast growth inh,Yeast lifespan up,NPY Y2 blocker
COc1ccc(C(NC(=O)c2c(F)c(F)c(F)c(F)c2F)c2ccccc2)cc1 (stereo not given),14,-6.0,7,-5,11,1.7*,1.3*,-33,5,6
O=C(Nc1ccc(F)cc1F)c1ccc(COc2c(F)c(F)cc(F)c2F)o1,-23,-1.8,4,-1,-2,91,100,-38,-13,18*
Cc1ccc2cccc(S(=O)(=O)n3nc(C)cc3C)c2n1,-13,-1.3,11,8,-7,104,95,-44,-3,1
NCCCC[C@@H]1NC(=O)[C@H](CCC(=O)O)NC(=O)c2cc([N+](=O)[O-])cc(I)c2NCC[C@@H](C(N)=O)NC1=O,-14,-0.3,7,/,-10,99,90,-4,0,0
COc1ccc(OC2C(=O)N(c3cc(C)ccc3C)C2c2ccc(OC)c(OC)c2)cc1 (stereo not given),/,-0.9,6,-8,5,64,63,-18,1,3
COc1cc(NC(=O)COC(=O)/C=C/c2ccccc2Cl)cc(OC)c1,/,-2.7,6,-4,18,100,96,-22,0,5
CCN(CC(=O)Nc1ccc2c(c1)OCCO2)Cc1cc(=O)oc2cc(C)c(C)cc12,-21,-4.6,6,-1,-12,85,86,-36,-5,2
CCc1cc([N+](=O)[O-])cc(CC)c1N,14,-1.8,26,0,-1,98,91,-38,-14,1
COC(=O)C1=C(C)Nc2sc(C(N)=O)c(N)c2C1c1ccncc1 (stereo not given),8,-1.1,3,0,-1,96,95,-6,4,1
Cc1cccc(C)c1NC(=O)CSc1nc(-c2ccco2)cc(C(F)(F)F)n1,-18,-5.9,9,/,3,31,45,-21,/,2
CCOc1c(C=C(C#N)C#N)c2ccccc2n1CC,-8,-1.2,7,-3,-2,92,93,-44,-4,7
Cc1cccc(/C=N\NC(=O)c2sccc2-n2cccc2)c1,39,0.5,1,/,6,82,89,12,-9,4
CCCCN=C(N)/C(C(=O)OCC)=C(\O)c1ccc(OC)cc1,/,-2.6,6,0,3,97,85,-10,-1,2

# Further entries
SMILES,E-sel TNF inh,MRP1 act,Measles CPE,Phagocyt inh,GALR2 blocker,PTEN del growth,HCT116 bCat-KO,Yeast growth inh,Yeast lifespan up,NPY Y2 blocker
Cc1nn(Cc2ccc(Cl)cc2Cl)c(C)c1NC(=O)CCl,2,-7.5,9,/,0,9,11,-16,/,-1
COc1ccc(NC(=O)C2CCC(C(C)(C)C)CC2)cc1S(=O)(=O)N1CCCCC1 (stereo not given),/,1.1,5,-5,8,56,61,-29,0,21*
CCOC(=O)COc1cc2c3c(c(=O)oc2cc1C)CCCC3,8,-0.7,13,-2,-1,95,88,-44,-24,7
Cc1cc(C(C)(C)C)oc1C(=O)N(CC(=O)NC1CCCC1)c1cccc(C(F)(F)F)c1,32,-1.0,7,0,5,73,64,-58,-10,7
COc1cc(-c2nc(-c3ccccc3)c(-c3ccc(F)cc3)[nH]2)cc2c1OCO2,/,-1.4,24,-11,11,76,68,-45,8,-5
COc1ccc(S(=O)(=O)Nc2ccc(Oc3ncccn3)c(Cl)c2)cc1,4,-0.7,4,/,1,84,94,-16,-11,2
COc1ccc(S(=O)(=O)Cc2ccc(C(=O)NCCCN(C)c3ccccc3)o2)cc1,-38,-0.6,/,-1,-4,88,95,-21,-15,1
Cc1ccc(NC(=O)C2=CCN(S(=O)(=O)c3ccc(F)cc3)CC2)c(C)c1,-12,0.8,2,/,-1,107,98,10,6,0
CCOCCCNS(=O)(=O)Cc1ccccc1,-22,-0.8,1,-1,4,98,92,-37,-1,1
O=C1OCCC1Sc1nnc(-c2ccc(Cl)cc2)n1Cc1ccccc1 (stereo not given),-1,-0.9,14,6,-2,94,86,-28,-3,8
O=C(O)CCC(=O)Nc1ccc(C(=O)OC2CCCCC2)cc1,-18,-3.4,2,-1,-4,84,91,-14,-9,5
Cc1ccc(CCNC(=O)c2nnn(-c3cc(C)cc(C)c3)c2N)cc1,-13,0.0,16,1,-1,84,82,-30,-6,2
Cn1c(=O)n(CCCOc2ccc(Cl)cc2)c2ccccc21,-5,-1.1,19,-1,-13,84,86,-39,-32,5
Cc1ccc(CSCc2nnc(SCC(=O)N3CCN(c4ccccc4)CC3)n2C)cc1,13,5.0*,8,0,3,59,61,-8,3,3
COc1ccc(S(=O)(=O)N2CCC(C(=O)NCc3ccccn3)CC2)cc1Cl,7,-0.8,16,/,6,89,90,-49,-6,-3
OC(COCc1cccs1)CN1CCN(c2cccc(Cl)c2)CC1 (stereo not given),0,-1.3,54*,-7,-3,88,83,-48,5,7
COc1ccc(S(=O)(=O)Nc2nnc(C)s2)cc1,-24,0.9,11,-1,13,94,102,-24,-5,1
O=C(CSc1cccc(C(F)(F)F)c1)NCc1ccccc1,/,-1.2,32,-5,-5,103,105,-26,-5,3
COc1cc(-c2nc3c[n+](CC(=O)c4ccccc4)ccc3n2C)cc(OC)c1OC,/,-1.7,11,-8,4,99,98,-20,3,2
O=C(CN(C(=O)CCC(=O)Nc1nccs1)c1ccc2c(c1)OCCO2)NCc1ccco1,-17,-1.4,4,-1,-4,102,102,-48,-1,1
CC(C)Nc1oc(-c2cccc3ccccc23)nc1C#N,/,1.2,16,0,3,82,94,-28,-8,5
O=C(/C(=C(\[O-])c1ccccc1)[n+]1ccc2ccccc2c1)c1ccccc1,/,-3.3,14,-4,2,81,84,-25,14,7
COc1cc(CNC2CCCC2)cc(Cl)c1OCc1ccc(F)cc1,-10,-1.7,2,0,-2,64,48,-28,-16,7
CN(C)c1cccc(C(=O)OCC(=O)NCC2CCCO2)c1 (stereo not given),/,0.1,9,-2,-11,104,96,-25,-10,3
Cc1ccc(N2CC(c3nc4ccccc4n3C)CC2=O)cc1C (stereo not given),3,-1.6,21,0,11,83,93,-20,-10,1
CN1CCN(Cc2c(O)ccc3c(=O)c(Oc4ccccc4Cl)c(C(F)(F)F)oc23)CC1,0,-0.5,12,/,4,90,91,9,-12,-1
Cc1ccc(CNC(=O)c2cn(C)c(=O)c3c2c2ccccc2n3C)o1,9,-2.7,8,0,5,81,87,-18,-13,0
COC(=O)c1c(C)oc2ccc(N(C(=O)c3ccncc3)S(=O)(=O)c3ccc4ccccc4c3)cc12,15,-4.3,3,-6,1,85,76,-39,9,23*
O=C(CN1C(=O)S/C(=C\c2ccc(Cl)cc2)C1=O)NNC(=O)c1ccccc1O,11,7.7*,6,/,0,95,52,-42,1,9
CCCCCCCC(=O)N/N=C/c1ccco1,-7,0.0,0,/,-8,102,105,-35,-25,-1
COc1ccc(NC(=O)c2cccc(-n3cnnn3)c2)cc1,18,2.4,13,0,0,107,99,-41,-24,0
O=C(Nc1ccc2c(c1)OCO2)N1CCN(c2ncc(C(F)(F)F)cc2Cl)CC1,-17,-1.9,19,1,-6,80,75,-53,-8,6
C/C(=N/NC(=O)Cc1cccs1)c1ccco1,-7,-2.3,9,-3,-4,92,97,-50,-5,1
CCN(CC)c1ccc(C(=O)OCC(=O)N2CCN(c3ccccc3)CC2)cc1,42,-1.9,10,-1,-4,94,92,-36,-4,1
Cc1c(NS(=O)(=O)c2ccccc2)cc(Cl)c(O)c1C,-13,-1.6,6,0,9,75,74,-64,6,8
CCn1cc(C(=O)N2CCc3ccccc32)c(=O)c2cc(S(=O)(=O)N3CCCCCC3)ccc21,-56,-2.4,17,0,-5,65,62,-47,-2,3
CCOC(=O)c1cc(NC(=O)c2ccc(Cl)cc2)c(=O)oc1-c1ccccc1,-18,-5.5,1,-1,-2,78,77,-24,-8,2
CN(C)c1nc(NCc2ccccc2)nc(N/N=C/c2ccc(Cl)cc2Cl)n1,-13,-0.9,31,/,-8,75,72,-34,-12,0
COc1ccc(S(=O)(=O)Nc2ccc3oc(C)c(C(C)=O)c3c2)cc1,-3,-3.1,6,-1,-12,26,24,-36,-5,1
COc1ccc(C(OC(=O)c2ccco2)C(=O)NC2CCCCC2)cc1OC (stereo not given),19,-1.0,3,0,-12,85,88,28,-5,1
COc1ccccc1NC(=S)N/N=C/c1cccc(C)c1,/,-2.9,3,-5,2,51,51,-17,0,15
O=C(CS(=O)(=O)Cc1ccccc1)N1CCc2ccccc21,-8,-0.7,3,0,9,94,91,-26,-6,3

# Bioassay records: PubChem, several laboratories
